Smad3 FoxH1 inh – inhibitors of human Smad3 transcription factor binding. TR-FRET Smad3/Dy647-FoxH1 peptide binding, europium anti-His. inhibition, % at 25 µM. actives 0.29% (n = 88,000). AID 630;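 active means compounds that reduce the energy-transfer binding signal between the protein and its labelled peptide by more than half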;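 further: 0% = Smad3 plus labelled peptide maximal FRET and 100% = peptide-only background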
MT1-MMP txn act – MT1-MMP promoter transcription activation. HT1080 MT1-MMP promoter luciferase reporter, luminescence, overnight; active compounds read high. activation factor at 10 µM. actives 0.16% (n = 86,000). AID 750;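 active means activation factor of at least 2 for MT1-MMP transcription at 10 µM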
sEH activator – increases human soluble epoxide hydrolase activity; purified human sEH enzymatic activity, activator screen; activation, % at 2 µM; actives 0.04% (n = 91,000); AID 717; in the data active means activation above about 37%; further: values of inactives mirror those of a sister screen read the other way
Mac1 fbg enh – CD11b/CD18-fibrinogen binding enhancement; P05107+P11215; actives 0.07% (n = 93,000); activation, % at 10 µM; AID 1499; K562 CD11b/CD18 adhesion to fibrinogen, ATPlite luminescence;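 active means 10 µM primary screen giving 50% or more activity, confirmed by 40% or more on retest at that dose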; further: strong numbers were not always called active; reference of the scale not given here
Target sequence (P05107 whole entry, looked up, other chains not shown): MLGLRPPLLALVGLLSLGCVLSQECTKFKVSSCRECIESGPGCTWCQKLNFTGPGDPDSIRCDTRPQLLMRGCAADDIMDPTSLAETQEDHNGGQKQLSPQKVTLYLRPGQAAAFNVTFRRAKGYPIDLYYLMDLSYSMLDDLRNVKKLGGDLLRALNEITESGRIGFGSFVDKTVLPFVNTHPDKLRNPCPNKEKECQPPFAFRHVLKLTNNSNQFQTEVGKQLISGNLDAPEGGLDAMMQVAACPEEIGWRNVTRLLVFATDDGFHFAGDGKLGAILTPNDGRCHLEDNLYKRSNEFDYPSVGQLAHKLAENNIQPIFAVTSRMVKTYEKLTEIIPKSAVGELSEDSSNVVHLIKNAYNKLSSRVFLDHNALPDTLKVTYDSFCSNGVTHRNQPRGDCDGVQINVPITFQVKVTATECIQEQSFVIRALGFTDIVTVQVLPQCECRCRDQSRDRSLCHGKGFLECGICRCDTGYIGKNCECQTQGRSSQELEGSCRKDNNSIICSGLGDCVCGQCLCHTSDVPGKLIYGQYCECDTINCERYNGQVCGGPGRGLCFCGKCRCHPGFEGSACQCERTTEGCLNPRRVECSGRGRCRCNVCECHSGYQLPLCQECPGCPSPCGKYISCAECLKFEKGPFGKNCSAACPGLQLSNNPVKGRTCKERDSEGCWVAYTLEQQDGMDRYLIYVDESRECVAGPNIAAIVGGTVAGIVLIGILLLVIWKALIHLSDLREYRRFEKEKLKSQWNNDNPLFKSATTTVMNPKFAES
ERb coact inh – blocks coactivator binding to human estrogen receptor beta; Q92731; TR-FRET ER-beta LBD / SRC1-Cy5 peptide binding; receptor agonist-loaded with 1 µM estradiol; inhibition, % at 25.6 µM; actives 1.3% (n = 86,000); AID 633;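 active means compounds whose percent inhibition of the receptor-coactivator binding signal exceeds about 50% in the single-dose screen, limit read from the data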;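 further: 0% = receptor plus peptide wells without compound and 100% = peptide-only wells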
Mac1 fbg inh – CD11b/CD18-fibrinogen binding inhibition; actives 0.54% (n = 93,000); K562 CD11b/CD18 adhesion to fibrinogen, ATPlite luminescence; Mn2+ added to activate the integrin; inhibition, % at 10 µM; P05107+P11215;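 active means primary inhibition of 50% or more at 10 µM, then 40% or more on retest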; further: some results filed as inactive read as strong as hits
sEH inhibitor – blocks human soluble epoxide hydrolase activity; P34913; recombinant human sEH enzymatic activity assay; inhibition, % at 2 µM; actives 0.34% (n = 91,000); in the data active means inhibition above about 80%; further: values of inactives mirror those of a sister screen read the other way; many of its hits are not listed in these tables
Calb biofilm kill – kills Candida albicans biofilms | C. albicans biofilm + clotrimazole, Alamar Blue | inhibition, % at 6 µM | actives 0.14% (n = 85,000) | AID 834;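 active means inhibition above 20%; inactive means inhibition below 20%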;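 further: preformed 24 hr biofilms exposed to compound for 48 hr; 0% = biofilm without compound and 100% = blank killed by clotrimazole plus chlorhexidine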
ERa coact pot – enhances coactivator binding to human estrogen receptor alpha | actives 1.3% (n = 86,000) | AID 639 | TR-FRET ERalpha-LBD/SRC-Cy5 coactivator binding, 2 h; 100 = basal binding, no effect | coactivator binding (% of control), % at 25.6 µM; in the data active means activity above about 200%;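 further: binding measured in presence of low estradiol as agonist stimulus; 0% = peptide alone without receptor and 100% = receptor with peptide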
The depositor's hits bear a star; / = not tested or not shown; [ ] = remark or other dose.

Screens by letter – A = Smad3 FoxH1 inh; B = MT1-MMP txn act; C = sEH activator; D = Mac1 fbg enh; E = ERb coact inh; F = Mac1 fbg inh; G = sEH inhibitor; H = Calb biofilm kill; I = ERa coact pot
> c1ccc(Nc2nc(N3CCCCC3)nc(N3CCNCC3)n2)cc1
  A: /	B: 1.1	C: 3	D: -3	E: /	F: 14	G: -3	H: /	I: /
> CC1CCN(CCCNC(=O)C2CCN(S(=O)(=O)N3CCCCC3)CC2)CC1
  A: -2	B: 1.1	C: 11	D: /	E: 5	F: /	G: -12	H: 3	I: 108
> O=C1CC(c2ccco2)CC(O)=C1C=NCC1CCNCC1 (stereo unspecified)
  A: 3	B: 1.1	C: 9	D: -1	E: 2	F: 19	G: -9	H: /	I: 117
> Oc1cccc(Nc2nc(NCC3CCCO3)c3ccccc3n2)c1 (stereo unspecified)
  A: 5	B: 1.1	C: 4	D: 8	E: -3	F: -16	G: -4	H: 5	I: 70
> Cc1cc(C)cc(N2CC(c3nc4ccccc4n3C)CC2=O)c1 (stereo unspecified)
  A: 1	B: 1	C: /	D: -1	E: -1	F: -23	G: /	H: 2	I: 110
> C=C(C)Cn1c(N2CC(C)CC(C)C2)nc2c1c(=O)[nH]c(=O)n2C (stereo unspecified)
  A: 4	B: 1.1	C: /	D: /	E: -5	F: /	G: /	H: -7	I: 107
> Cc1cc(C(=O)N2CCc3ccccc32)n(-c2ccccc2)n1
  A: 0	B: 1.3	C: /	D: 5	E: 7	F: -3	G: /	H: 2	I: 109
> CCOC(=O)C(NC(=O)CC)(Nc1ccccc1OC)C(F)(F)F (stereo unspecified)
  A: -7	B: 1.1	C: 10	D: -3	E: -8	F: -2	G: -10	H: 5	I: 129
> COc1ccc(N2CCN(C(=O)c3ccc(N4C(=O)NC5CC4(C)Oc4ccccc45)cc3)CC2)cc1 (stereo unspecified)
  A: -1	B: 1.1	C: -9	D: 1	E: -1	F: -2	G: 11	H: 8	I: 106[fluorescence artefact?]
> O=C(O)CSc1ccc2ccccc2n1
  A: -7	B: 1.1	C: 4	D: 0	E: -1	F: -28	G: 0	H: 3	I: 93
> NC(=O)c1cccc(S(=O)(=O)N2CCCCC2)c1
  A: 11	B: 1	C: 3	D: -1	E: 1	F: -13	G: -4	H: 10	I: 111
> CC(=O)N(Cc1cccnc1)Cc1cc2ccc(C)cc2[nH]c1=O
  A: 6	B: 1.1	C: /	D: -4	E: -3	F: -5	G: /	H: 6	I: 120[fluorescence artefact?]
> COCCCNCC(=O)Nc1ccc(OC(F)(F)F)cc1
  A: 5	B: 1.2	C: /	D: /	E: -6	F: /	G: /	H: 2	I: 104
> COc1cc2c(C#N)c(N3CCc4ccccc4C3)nc(N)c2c(N)n1
  A: 13	B: 1.2	C: -6	D: 7	E: 1[fluorescence artefact?]	F: 42	G: 4	H: 4	I: 99
> CC12C=CC3(O1)C(C(=O)N(c1ccccc1)C3C(=O)NC1CCCC1)C2C(N)=O (stereo unspecified)
  A: 5	B: 1.2	C: -8	D: /	E: -8	F: /	G: 10	H: 10	I: 113
> OCCn1c(CSc2nc3ccccc3n2CCO)nc2ccccc21
  A: 0	B: 1	C: -12	D: -3	E: 10	F: -11	G: 10	H: 4	I: 101[fluorescence artefact?]
> CC(NC(=O)C(=O)NN=C1CCCCCCC1)c1ccccc1 (stereo unspecified)
  A: /	B: /	C: -4	D: -3	E: /	F: 0	G: 6	H: /	I: /
> Cc1ccccc1-n1nnnc1SCC(N)=O
  A: 3	B: 1.1	C: /	D: 0	E: -4	F: 2	G: /	H: 9	I: 106
> CCc1nnc(NC(=O)CCC(=O)Nc2ccccc2)s1
  A: 9	B: 1.4	C: -2	D: 0	E: 11	F: -34	G: 6	H: 6	I: 115[fluorescence artefact?]
> COCCNC(=O)C1CC(c2ccc(F)cc2)=NO1 (stereo unspecified)
  A: -1	B: 1.1	C: -12	D: -5	E: -10	F: -7	G: 10	H: 4	I: 103
> CCN(CC)c1ccc(C(=O)Nc2cccc(F)c2)cc1
  A: -3	B: 0.6	C: -1	D: 2	E: 1	F: 19	G: 1	H: 0	I: 117[fluorescence artefact?]
> Cc1ccc(NC(=O)CSc2n[nH]c(-c3ccncc3)n2)cc1C
  A: -8	B: 1.2	C: /	D: 2	E: 8	F: 1	G: /	H: 12	I: 98
> Cc1cccc(C)c1OCC(=O)OCC(=O)c1ccc2c(c1)NC(=O)CO2
  A: /	B: /	C: 12	D: -6	E: /	F: 1	G: -14	H: /	I: /
> CCOC(=O)c1cc2c(=O)n3cccc(C)c3nc2n(C)c1=N
  A: 8	B: 1.1	C: /	D: 0	E: -7	F: -4	G: /	H: 12	I: 108
> C(=N\n1cnnc1)/c1cccc(Oc2ccccc2)c1
  A: -8	B: 1	C: /	D: -1	E: 7	F: -6	G: /	H: 1	I: 82[fluorescence artefact?]
> CCOC(=O)c1cccc(NS(=O)(=O)c2cnc[nH]2)c1
  A: -9	B: 1.2	C: /	D: 0	E: 10	F: 31	G: /	H: 6	I: 100
> CS(=O)(=O)c1ccc(N)cc1
  A: -5	B: 1.1	C: -9	D: -3	E: 39[fluorescence artefact?]	F: -53	G: 8	H: 15	I: 73
> COCCNC(=O)CCSCc1ccccc1F
  A: 1	B: 0.8	C: /	D: -6	E: -13	F: -16	G: /	H: 3	I: 107
> COC(=O)Cc1[nH]nc2c1C(c1cccc(OC)c1OC)C(C#N)=C(N)O2 (stereo unspecified)
  A: 6	B: 1.1	C: /	D: -2	E: 16[fluorescence artefact?]	F: 12	G: /	H: -1	I: 88[fluorescence artefact?]
> COc1ccc(C2CC(=O)c3cnc(Nc4cc(C)cc(C)c4)nc3C2)cc1 (stereo unspecified)
  A: -11	B: 1.3	C: 2	D: /	E: 2	F: /	G: 0	H: 1	I: 125
> O=C(c1ccccc1)N1CCN(C(=O)c2ccccc2)C1c1ccccc1
  A: -10	B: 1	C: 10	D: -2	E: -14	F: -16	G: -13	H: -1	I: 107
> O=C(c1noc2c1CCc1ccccc1-2)N1CCc2ccccc2C1
  A: 14[fluorescence artefact?]	B: 1	C: /	D: -2	E: 0	F: /	G: /	H: 10	I: 94
> COc1ccc(CCNC(=O)CSc2nnnn2Cc2ccc3c(c2)OCO3)cc1OC
  A: 3	B: 1	C: -15	D: 1	E: 12	F: -1	G: 15	H: 7	I: 83
> C/C(N)=C(/C#N)C(=O)COC(=O)CC12CC3CC(CC(C3)C1)C2
  A: 6	B: 1.1	C: 4	D: -4	E: 15	F: 3	G: -2	H: -2	I: 82
> O=C1C(Cl)=C(N2CCN(Cc3ccccc3)CC2)C(=O)N1c1ccccc1
  A: 8	B: 1.2	C: -7	D: -2	E: 29	F: -12	G: 9	H: 10	I: 117
> CCOC(=O)c1[nH]c2cc3c(cc2c1NC(=O)CN1CC(C)CC(C)C1)OCO3 (stereo unspecified)
  A: -1	B: 1.4	C: -4	D: 2	E: 3	F: -23	G: 7	H: 4	I: 104
> O=c1c2c3nc4ccccc4nc3n(CC3CCCO3)c2ncn1CCc1ccccc1 (stereo unspecified)
  A: 4[fluorescence artefact?]	B: 1	C: /	D: 2	E: -4	F: -29	G: /	H: 10	I: 97
> CC1CCN(C(=O)Cn2c(=O)oc3ccccc32)CC1
  A: -4	B: 1	C: /	D: /	E: 2[fluorescence artefact?]	F: /	G: /	H: -3	I: 104
> COc1ccc(CCNC(=O)c2[nH]c(C)c(C(C)=O)c2C)cc1
  A: -4	B: 1.2	C: 24	D: -2	E: 15[fluorescence artefact?]	F: 7	G: -26	H: -2	I: 93[fluorescence artefact?]
> COc1ccc(OC(=O)c2cn(C)nc2C(F)(F)F)cc1
  A: 0	B: 1.4	C: 6	D: 0	E: -1	F: -2	G: -5	H: 4	I: 120
> O=C(NCCO)c1ccc2[nH]c3c(c2c1)CCCC3
  A: 2	B: 1.2	C: -8	D: 2	E: 6	F: -10	G: 10	H: 2	I: 93
> O=c1cc(-c2ccccc2)nc(N2CCN(Cc3ccccc3)CC2)[nH]1
  A: -8	B: 1.1	C: -11	D: -1	E: -2	F: -11	G: 11	H: 0	I: 111
> CSc1cccc(NC(=O)CN(C)S(=O)(=O)c2ccccc2)c1
  A: -11	B: 1.4	C: -6	D: -1	E: -2	F: 4	G: 8	H: -7	I: 104
> CC(C)COC(=O)CCNc1n[nH]c(=O)[nH]c1=O
  A: 11	B: 1.1	C: 0	D: -2	E: 0	F: -32	G: 0	H: 5	I: 147
> COC(=O)c1ccc(NC(=O)CCN2CCN(c3ccccc3)CC2)cc1
  A: 5	B: 1.2	C: 5	D: -1	E: -8	F: -12	G: -3	H: 10	I: 117
> COc1ccc(N2C(N)=C(C#N)C(c3cccnc3)C3=C2CC(C)(C)CC3=O)cc1 (stereo unspecified)
  A: 14	B: 1.1	C: -9	D: 0	E: -5	F: -13	G: 9	H: 10	I: 113
> CC(Oc1ccccc1)C(=O)Nc1nc2c(s1)C(=O)CC(C)(C)C2 (stereo unspecified)
  A: 4	B: 1.1	C: /	D: /	E: 4	F: /	G: /	H: -4	I: 95
> O=C1c2ccccc2C(O)N1Cc1ccccc1 (stereo unspecified)
  A: 14[fluorescence artefact?]	B: 1	C: /	D: -2	E: -12	F: 8	G: /	H: 2	I: 114
> CC(C)OC(=O)CSc1nc2ncccc2[nH]1
  A: 10	B: 0.9	C: 10	D: -3	E: 6	F: 6	G: -12	H: -2	I: 83[fluorescence artefact?]
> CCOC(=O)/C(C#N)=C/c1ccc(OC)c(OC)c1
  A: -5	B: /	C: 5	D: 4	E: 15	F: -6	G: -2	H: 8	I: 73[fluorescence artefact?]

Reprinted from the part before: 3 compounds, followed by the next part.
Screens by letter – A = Smad3 FoxH1 inh; B = MT1-MMP txn act; C = sEH activator; D = Mac1 fbg enh; E = ERb coact inh; F = Mac1 fbg inh; G = sEH inhibitor; H = Calb biofilm kill; I = ERa coact pot
> O=C1c2ccccc2C(O)N1Cc1ccccc1 (stereo unspecified)
  A: 14[fluorescence artefact?]	B: 1	C: /	D: -2	E: -12	F: 8	G: /	H: 2	I: 114
> CC(C)OC(=O)CSc1nc2ncccc2[nH]1
  A: 10	B: 0.9	C: 10	D: -3	E: 6	F: 6	G: -12	H: -2	I: 83[fluorescence artefact?]
> CCOC(=O)/C(C#N)=C/c1ccc(OC)c(OC)c1
  A: -5	B: /	C: 5	D: 4	E: 15	F: -6	G: -2	H: 8	I: 73[fluorescence artefact?]
> CCCCn1c(N2CCC(Cc3ccccc3)CC2)nc2c1c(=O)[nH]c(=O)n2C
  A: 2	B: 1.2	C: /	D: 6	E: 0[fluorescence artefact?]	F: 24	G: /	H: -5	I: 54
> O=C(NCc1ccccn1)C1CCN(S(=O)(=O)N2CCCC2)CC1
  A: -5	B: 1	C: /	D: 1	E: -16	F: -12	G: /	H: 2	I: 84
> CC1(C)Cc2c(c(N3CCOCC3)nc3sc4c(NCc5ccco5)nnnc4c23)CS1
  A: 1	B: 1.8	C: -8	D: 0	E: 2	F: 0	G: 9	H: 24*	I: 99[fluorescence artefact?]
> CCCCc1nc2ccccc2c(C(=O)O)c1C
  A: -4	B: 1.1	C: -1	D: -2	E: 11[fluorescence artefact?]	F: -14	G: 1	H: 5	I: 128[fluorescence artefact?]
> COc1cccc(N(C(=O)c2ccco2)C(C(=O)NC2CCCC2)c2cccnc2)c1 (stereo unspecified)
  A: -8	B: 1.1	C: -1	D: 0	E: -2	F: 74	G: 0	H: 4	I: 118
> O=[N+]([O-])c1cccc(C(=Nc2cccc(Cl)c2)NO)c1
  A: /	B: /	C: -16	D: -3	E: /	F: 9	G: 18	H: /	I: /

An excerpt from the list above, for reference:
Screens by letter – A = Smad3 FoxH1 inh; B = MT1-MMP txn act; C = sEH activator; D = Mac1 fbg enh; E = ERb coact inh; F = Mac1 fbg inh; G = sEH inhibitor; H = Calb biofilm kill; I = ERa coact pot
> CCCCc1nc2ccccc2c(C(=O)O)c1C
  A: -4	B: 1.1	C: -1	D: -2	E: 11[fluorescence artefact?]	F: -14	G: 1	H: 5	I: 128[fluorescence artefact?]
> COc1cccc(N(C(=O)c2ccco2)C(C(=O)NC2CCCC2)c2cccnc2)c1 (stereo unspecified)
  A: -8	B: 1.1	C: -1	D: 0	E: -2	F: 74	G: 0	H: 4	I: 118

A portion of the library; rates above refer to the full screens.
